ssDAF12 agonist: activators of S. stercoralis DAF-12 nuclear receptor. HEK293 ssDAF-12/GRIP1 lit1-tk-luc reporter, luminescence; % of 3 µM dafachronic acid response. activation, % at 6.8 µM. actives 1% (n = 370,000). AID 652126;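 active = activation above the mean over all tested compounds plus 3 SD, cut at about 0.9% in these data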;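 note: 0% = DMSO-only wells and 100% = 3 µM delta7-dafachronic acid wells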
sPLA2-III inh: Inhibits HGIII-sPLA2 liposome hydrolysis, primary screen. inhibition, % at 12.2 µM. QFRET BODIPY PC-A2 liposome hydrolysis, fluorescence. actives 0.56% (n = 370,000). Q9NZ20. AID 743126;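 active = inhibition above mean plus 3 SD of compounds lying within the high and low control bounds, cut at about 19% in these data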;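 note: 0% = median of test compound wells and 100% = no enzyme DMSO wells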
Target sequence (Q9NZ20 whole entry, looked up): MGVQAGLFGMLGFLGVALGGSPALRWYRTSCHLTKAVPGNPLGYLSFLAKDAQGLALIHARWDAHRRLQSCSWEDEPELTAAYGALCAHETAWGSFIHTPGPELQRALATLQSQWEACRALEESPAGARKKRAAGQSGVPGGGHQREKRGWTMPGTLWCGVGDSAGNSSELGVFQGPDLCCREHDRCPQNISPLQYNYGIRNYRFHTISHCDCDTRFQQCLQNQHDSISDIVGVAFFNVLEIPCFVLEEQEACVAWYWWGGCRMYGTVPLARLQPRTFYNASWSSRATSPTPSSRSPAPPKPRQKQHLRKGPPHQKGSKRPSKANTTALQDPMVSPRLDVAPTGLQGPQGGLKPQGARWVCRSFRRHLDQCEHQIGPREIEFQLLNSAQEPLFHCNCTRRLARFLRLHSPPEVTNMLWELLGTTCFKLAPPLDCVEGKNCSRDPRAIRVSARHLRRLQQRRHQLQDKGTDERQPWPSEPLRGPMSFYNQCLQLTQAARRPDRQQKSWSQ
NR1D1 modulator: modulates human Rev-erb alpha binding to DNA. Rev-erbα–FITC-DNA binding, fluorescence polarization, 90 min. activity, % at 10 µM. actives 0.79% (n = 370,000). AID 1259318;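 active = activity above about 14%, limit read from the data; passing the limit was not always enough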;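 note: 0% = DMSO wells with 35 nM protein and 100% = DMSO wells with 750 nM protein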
SMARCA2 activ: increases SMARCA2 function in MMTV reporter cells. MG213 cells, MMTV-luciferase reporter, dexamethasone, overnight. activation, % at 9.1 µM. actives 1% (n = 370,000); in the data active = activation above about 7.8%;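 note: 0% = vehicle wells and 100% = reference activator wells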
DAX1 inh-1: inhibits human nuclear receptor DAX1. P51843. HEK293 Gal4-DAX1 luciferase reporter, luminescence. inhibition, % at 6.75 µM. actives 0.99% (n = 340,000). AID 504766;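 active = inhibition above the mean over all tested compounds plus 3 SD, cut at about 4.2% in these data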;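 note: 0% = DAX1-transfected cells with DMSO and 100% = empty-vector control cells with DMSO; inhibition shows as a rise in luminescence from relieved DAX1 repression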
Target sequence (P51843 207-470 limits assumed): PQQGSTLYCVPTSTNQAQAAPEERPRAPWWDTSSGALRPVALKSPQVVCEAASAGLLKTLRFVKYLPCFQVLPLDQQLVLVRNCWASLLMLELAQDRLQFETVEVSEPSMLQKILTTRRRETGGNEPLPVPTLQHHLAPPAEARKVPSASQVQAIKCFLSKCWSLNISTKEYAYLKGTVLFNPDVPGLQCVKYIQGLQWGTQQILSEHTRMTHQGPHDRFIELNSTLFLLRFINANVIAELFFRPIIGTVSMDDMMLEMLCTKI
DAX1 inh-2: inhibitors of DAX1 repression of SF-1 activated StAR promoter. HEK293T StAR-luciferase reporter, SF-1/DAX-1 repression relief. inhibition, % at 6.8 µM. actives 1.1% (n = 370,000). AID 652010;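 active = inhibition above the mean over all tested compounds plus 3 SD, cut at about 3.6% in these data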;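 note: 0% = DAX-1 cells with DMSO and 100% = cells lacking DAX-1 with DMSO; higher inhibition means more luminescence from relief of DAX-1 repression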
PLCb3 inh: blocks human PLC-beta3 enzyme activity. actives 0.18% (n = 370,000). Purified PLC-beta3, fluorogenic substrate, fluorescence. Q01970. inhibition, % at 12.2 µM; in the data active = inhibition above about 11%;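 note: 0% = median of compound wells on plate and 100% = full blocker control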
hcDAF-12 act: activates DAF-12 receptor from parasite H. contortus. HEK293 hcDAF-12 lit1-tk-luc reporter, luminescence; 0% DMSO, 100% Δ7-dafachronic acid. AID 652067. actives 1.4% (n = 370,000). activation, % at 6.8 µM;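 active = activation above the mean of all tested compounds plus 3 SD, cut at about 5.5% in these data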;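 note: 100% = response to 3 µM Δ7-dafachronic acid high control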
PG9 Ab binder: binds the HIV-1 gp120 antibody PG9; TR-FRET gp120-PG9 antibody binding; inhibition, % at 6.7 µM; actives 0.43% (n = 360,000); in the data active = inhibition above about 8.5%
hgDAF-12 ag: hgDAF-12 agonism, primary luciferase screen | HEK293 GAL4-hgDAF12 UAS-luciferase reporter, agonist luminescence; normalized to butyrate control | activation, % at 6.8 µM | AID 687014 | actives 1.8% (n = 370,000);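 active = activation above a cutoff set at the mean of all screened compounds plus 3 SD, cut at about 10% in these data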;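 note: 0% = DMSO wells and 100% = sodium butyrate wells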
GAA850 FXN act: frataxin GAA850 promoter activation. actives 0.56% (n = 360,000). HEK293 lucGAA850 FXN promoter luciferase reporter, 24 h; percent of 10 µM SAHA response. activation, % at 6 µM;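 active = activation above the average of all compounds screened plus 3 SD, cutoff fixed separately per campaign, cut at about 7.5% in these data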;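 note: 0% = DMSO wells and 100% = 10 µM SAHA wells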
The depositor's hits bear a star; i = inactive; . = no result given; & = joins results of further samples. Rows were taken by chance; overall some 7% were active at least once.

SMILES	ssDAF12 agonist	sPLA2-III inh	NR1D1 modulator	SMARCA2 activ	DAX1 inh-1	DAX1 inh-2	PLCb3 inh	hcDAF-12 act	PG9 Ab binder	hgDAF-12 ag	GAA850 FXN act
CC(O)(c1cccc(F)c1)c1nc(-c2ccc3ccccc3c2)cs1 (stereo not given)	-0.7	-24	8	4	.	-0.4	1	0.7	-2.1	4.2	2.4
CCCN1C(=O)/C(=C\C=C2\N(CC)c3ccccc3C2(C)C)SC1=S	-1.0	-3	62*	3	0.4	-0.4	-2	0.9	-0.1	2.4	0.6
CCOc1ccc(NS(=O)(=O)c2ccc(NS(C)(=O)=O)cc2)cc1	-1.0	-7	-3	0	1.0	-0.1	1	-1.4	0.7	-1.2	-0.6
Cc1cc(C)nc(SCCCNCc2c(F)cccc2Cl)n1	-1.0	4	1	3	-0.8	0.2	-3	0.9	-2.3	-3.1	0.7
CCC1CCc2sc(C(=O)NCc3ccccn3)cc2C1 (stereo not given)	-0.8	-5	-6	6	0.9	2.2	-10	1.2	-0.5	4.6	5.0
O=C(O)c1ccccc1OCC1CCCO1 (stereo not given)	-0.7	-2	1	-1	0.6	0.1	-3	-0.9	-1.2	-0.7	-0.1
N#Cc1cccc(-c2csc(C(O)(c3ccccc3)C(F)(F)F)n2)c1 (stereo not given)	-1.5	-4	-5	-2	.	-0.3	2	-1.1	1.9	0.1	1.9
Cc1cc(Br)cn2c(Cc3ccccc3)c(-c3cccc(Br)c3)nc12	0.1	-3	4	-1	.	0.0	-8	1.2	7.1	2.0	.
O=C(c1cccc(S(=O)(=O)Nc2ccccc2F)c1)N1CCN(c2ccccc2F)CC1	-1.4	-9	0	-1	-0.3	-1.0	-6	-1.2	1.3	-2.2	-0.2
CC(C)(C#N)Cc1cc(CC(C)(C)C#N)cc(C(C)(C)C)c1	-1.3	2	22*	2	1.0	0.0	1	-1.3	-0.3	-0.6	-2.5
CCCCN(C=O)c1c(CC)nc2ccc(C(=O)NCCN(C)C)cn12	-1.0	14	-7	-2	.	1.5	-18	-0.6	-0.4	0.0	-0.9
COc1ccccc1CNC(=O)CCCNC(=O)c1ccc(Cl)cc1	-1.0	-3	5	0	-1.0	-0.1	-9	-1.5	-1.3	-0.2	1.4
C[C@@H]1CN([C@H](C)CO)C(=O)CCCn2nncc2CO[C@H]1CN(C)Cc1ccc(C(F)(F)F)cc1	-0.1	6	2	-3	0.5	-0.2	3	-1.8	0.6	-2.3	0.3
Cc1ccnc(NC(=O)c2ccc(Cl)c(NC(=O)C(C)Oc3ccccc3)c2)c1 (stereo not given)	0.5	9	0	0	-0.9	-0.2	5	0.0	-5.9	-0.2	1.1
COc1ccc(C(=O)NCN2CCN(c3ccccc3)CC2)cc1OC	-1.1	10	-1	-3	0.3	0.3	-7	0.1	0.9	-0.7	1.0
Cn1cccc1CC(=O)NNC(=O)Nc1cccc(Cl)c1	-1.7	-12	0	-1	0.6	-0.4	-7	-1.1	-1.6	-1.7	1.6
CCCOc1ccccc1C1C(C(=O)OC)=CN(C(C)C)C=C1C(=O)OC	-0.3	0	2	1	0.6	-0.7	i	-1.9	-0.9	0.0	-0.9
CC(=O)Nc1ccc2c(c1)[nH]c(=O)c1ccccc12	-0.8	-2	-5	1	4.6*	0.8	-50	-0.1	0.8	6.5	1.4
CCN(C(=O)COC(=O)c1cc(S(=O)(=O)N(C)C)ccc1Cl)C1CCS(=O)(=O)C1 (stereo not given)	-1.1	3	0	-1	-0.3	-0.5	-1	-0.9	1.0	0.3	1.1
COc1ccccc1N1CCN(C(CNC(=O)c2ccco2)c2cccnc2)CC1 (stereo not given)	-1.4	8	0	-5	-1.1	-1.2	-2	-0.6	0.0	-1.4	0.5
CCC(=O)NC(=S)Nc1ccc(NC(=O)COc2ccc([N+](=O)[O-])cc2)cc1	-1.9	3	-2	0	-0.1	-0.9	-5	1.0	-1.9	-0.3	-1.3
COc1ccccc1CCC(=O)Nc1ccc(C)cc1Cl	-1.4	-2	-6	2	1.3	0.8	1	0.7	-1.0	2.1	1.1
S=C(NCCc1ccccc1)NCc1ccccc1Cl	-1.3	2	9	-3	1.4	-0.4	9	0.1	-1.6	0.7	2.2
CC(=O)N1c2ccc(S(=O)(=O)N3CCCCC3)cc2CC1C(=O)Nc1ccccc1C(F)(F)F (stereo not given)	-1.0	-5	-1	-2	1.2	-0.2	-5	-0.6	-2.8	-0.9	0.6

The last 4 compounds of the part above come first, to join the parts:
SMILES	ssDAF12 agonist	sPLA2-III inh	NR1D1 modulator	SMARCA2 activ	DAX1 inh-1	DAX1 inh-2	PLCb3 inh	hcDAF-12 act	PG9 Ab binder	hgDAF-12 ag	GAA850 FXN act
CCC(=O)NC(=S)Nc1ccc(NC(=O)COc2ccc([N+](=O)[O-])cc2)cc1	-1.9	3	-2	0	-0.1	-0.9	-5	1.0	-1.9	-0.3	-1.3
COc1ccccc1CCC(=O)Nc1ccc(C)cc1Cl	-1.4	-2	-6	2	1.3	0.8	1	0.7	-1.0	2.1	1.1
S=C(NCCc1ccccc1)NCc1ccccc1Cl	-1.3	2	9	-3	1.4	-0.4	9	0.1	-1.6	0.7	2.2
CC(=O)N1c2ccc(S(=O)(=O)N3CCCCC3)cc2CC1C(=O)Nc1ccccc1C(F)(F)F (stereo not given)	-1.0	-5	-1	-2	1.2	-0.2	-5	-0.6	-2.8	-0.9	0.6
COc1cccc(C(=O)N(C)CC2CCN(CCc3cccc(C(F)(F)F)c3)CC2)c1	-1.3	-10	-6	-3	-1.6	-0.3	-7	-2.9	0.5	-2.5	-1.2
C[C@H](NS(=O)(=O)c1ccc(Cl)cc1)C(=O)OCC(=O)Nc1cc(S(=O)(=O)N2CCOCC2)ccc1Cl	-0.7	5	-3	-1	-0.3	7.7*	6	-0.2	2.2	0.7	1.8
Cc1cc(NC(=O)CCC(=O)N(c2cccnc2)C(C(=O)NC2CCCC2)c2ccccc2)no1 (stereo not given)	0.1	1	2	-3	-0.6	-0.6	1	0.0	-0.6	0.1	0.7
O=C(OCc1c(-c2ccccc2)ncc2ccccc12)c1cccs1	-0.8	2	1	2	-0.1	0.6	-1	-1.3	-0.7	-0.7	0.8
Cc1cccc(NC(=O)C2CCC(CNC(=O)[C@@H]3Cc4ccccc4CN3)CC2)c1 (stereo not given in full)	-0.8	5	3	-2	0.8	0.1	-8	2.1	-0.2	-1.7	-2.9
Cc1c(N(C)C)c(=O)n(-c2ccccc2)n1C	-1.4	-7	-4&-4	4	0.9	-0.2	2	0.9	-1.1	-2.4	0.8
Cc1nc(C)n(C(=O)N(c2ccccc2)c2ccccc2)n1	-1.2	4	5	2	0.1	-0.5	8	-1.3	-4.0	-0.4	0.3
CCOC(=O)[C@H]1[C@H]2COc3ccc(Br)cc3[C@@H]2N2C(=O)CN(Cc3ccco3)C(=O)[C@@]12C	-1.5	-11	-1	0	-0.1	-0.5	-5	-0.7	3.4	0.4	-3.6
Cc1ccc(C(=O)C(OC(=O)CN2C(=O)c3ccccc3C2=O)c2ccccc2)cc1 (stereo not given)	-1.2	-8	2	8	-1.3	-0.1	3	-2.2	-1.8	-0.1	2.1
O=C(NCc1ccccc1)[C@H]1CCCN1C(=O)[C@H]1CCCN1C(=O)c1cccc(Cl)c1	-0.8	3	-3	-2	.	-0.1	2	-1.0	-1.2	0.9	.
O=C(NCc1ccc2c(c1)OCO2)c1ccc(S(=O)(=O)N2CCCCC2)cc1	-2.1	-2	-1	-3	-0.9	0.7	-1	-1.4	1.6	-3.8	2.0
O=C(CSc1nc(NS(=O)(=O)c2ccccc2)cc(=O)[nH]1)Nc1cccc(C(F)(F)F)c1	-1.2	-2	-5	2	-0.3	-0.3	-9	-1.8	-1.0	0.6	2.3
Cc1ccc(C)c(-n2c(SCC(=O)O)nc3sc4c(c3c2=O)CCCC4)c1	-1.0	-7	6	-1	-2.0	-0.3	-5	-2.5	-0.5	-0.2	-0.9
O=CNCCCc1nc2ccccc2n1Cc1ccccc1	-1.4	2	-1	0	0.3	-0.1	3	-1.6	1.3	-1.8	3.3
O=C(CSc1nc(-c2ccccc2)c(-c2ccccc2)[nH]1)N1CCN(S(=O)(=O)c2ccccc2)CC1	-1.2	-33	-2	-1	-2.9	-1.1	-13	-2.2	-0.4	-0.2	0.3
CC(C)c1nnc(NC(=O)CCC(=O)N2CCN(Cc3ccccc3)CC2)s1	-0.9	3	-2	0	-0.3	-0.5	-2	-1.4	0.8	-0.7	0.1
CCc1ccc2[nH]c(=O)c(C(c3nnnn3CC3CCCO3)N3CCN4CCCC4C3)cc2c1 (stereo not given)	0.2	-9	0	0	-0.7	1.3	-16	1.0	-1.4	3.9	1.3
O=C(CS(=O)c1ccccc1[N+](=O)[O-])Oc1ccc(Br)cc1 (stereo not given)	-1.0	0	-4	3	0.3	0.2	5	0.4	-2.0	-1.2	2.9
CCOC(=O)C1(CCOc2ccccc2)CCN(S(=O)(=O)N(C)C)CC1	-1.7	-6	7	2	1.5	-0.1	0	-0.3	-1.7	1.5	2.0
CCN1CCN(C(=O)C2CCN(S(=O)(=O)c3ccc(SC)cc3)CC2)CC1	-1.1	-3	4	0	-0.8	0.0	-3	-1.8	0.2	-0.1	1.4
CC(C)Cn1c(SCC(=O)Nc2cccc(S(N)(=O)=O)c2)nc2ccccc2c1=O	-1.4	-18	-1	0	-0.6	-0.6	-4	-2.5	0.1	-1.2	0.4
Cc1cc(C)n(-c2nc3c(c(=O)[nH]c(=O)n3C)n2CC(O)COc2ccccc2)n1 (stereo not given)	-1.6	13	0	0	0.3	-0.8	3	-2.0	1.0	0.3	-1.1
COc1cccc(C#Cc2ccc3c(c2)O[C@H](CN(C)C)[C@@H](C)CN([C@@H](C)CO)S3(=O)=O)c1	-0.9	-16	3	3	0.4	1.6	-42	-0.3	-1.2	-1.5	-1.0
Cc1c(C(=O)N2CCC2)oc2ccc(Cl)cc12	-0.6	11	6	1	-0.3	-0.3	0	-0.3	1.4	3.5	2.0
CC(=O)N1CCN(c2ccc(NC(=O)c3ccc(Cl)c([N+](=O)[O-])c3)cc2)CC1	-0.8	-2	0	-2	0.4	-0.6	-3	-1.2	-4.9	-2.8	0.9
Cc1nn2c(=S)[nH]nc2[nH]c1=O	-0.2	-2	-6	1	2.4	0.4	-9	-0.9	-5.1	-2.0	-1.5
COc1ccc(N2C(=O)C3CCCN3C2c2cc(OC)c(OC)cc2OC)cc1 (stereo not given)	-1.7	6	1	-1	1.5	0.6	-30	-2.2	2.4	-2.4	-0.8
O=C(Oc1ccccc1)c1cc2ccccc2oc1=O	-2.1	-3	-7	1	-0.7	-0.1	-13	-0.2	1.5	-1.2	-0.8
CCC(C)Nc1nc(N)c([N+](=O)[O-])c(N2CCCCCC2)n1 (stereo not given)	-1.0	-5	4	-2	-1.6	-0.5	-5	-3.5	0.3	-4.3	2.0
COc1cccc(CN(C)C(=O)c2ccc3c(=O)n4c(nc3c2)CCC4)c1	-1.1	11	3	-1	2.4	-0.6	-4	-2.1	-0.2	-1.4	0.0
N#Cc1cnc(Nc2nc3ccccc3o2)nc1-c1ccccc1	-1.0	3	-3	-1	-0.7	-0.8	-1	0.1	-0.5	-0.9	0.1

From PubChem
